KOR beta-arrestin-1 – KOR agonists, beta-arrestin recruitment, primary screen, cell-based, luminescence, uHTS (AID 1777). KOR beta-arrestin recruitment, luminescence; higher % means a stronger effect. activation, % at 10 µM, or EC50 in µM where a hit was titrated. 280,000 compounds, 0.02% hits; in the data active means activation above about 50%, passing the limit was not always enough; further: a part of the inactive calls stands beside numbers as strong as those of hits
TNAP activators – human TNAP enzyme activators, primary screen, biochemical, luminescent, no phosphate acceptor, uHTS (AID 1001); Alkaline phosphatase, tissue-nonspecific isozyme (Homo sapiens); purified TNAP, luminescent activation assay, no phosphate acceptor; higher activation fold means a stronger effect; activation fold at 20 µM, or EC50 in µM where a hit was titrated; 200,000 compounds, 0.03% hits; in the data active means activation fold from about 3, or a potency from the dose series; inactive means the rest, 99 in 100 with activation fold below about 1.6; further: many of its hits are not listed in these tables
KOR beta-arrestin-2 – KOR antagonists, beta-arrestin recruitment, cell-based, luminescence, uHTS (AID 1778). Kappa-type opioid receptor (Homo sapiens). KOR beta-arrestin recruitment, luminescence, antagonist mode; higher % means a stronger effect. inhibition, % at 10 µM; hits with a dose series show IC50 in µM. 290,000 compounds, 0.091% hits; further: strong numbers were not always called active
NTR1 ag – agonists of NTR1, primary screen, imaging, U2OS cells, beta-arrestin-GFP, high content (AID 493036); Neurotensin receptor type 1 (Homo sapiens), P30989; NTR1-U2OS beta-arrestin-GFP spot imaging, agonist mode; activation, % at 20 µM; 330,000 compounds, 0.17% hits;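 active means activation at or above 40% of the spot to cytoplasm intensity ratio, with at least 20 cells analyzed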;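 further: 0% = DMSO without peptide and 100% = 100 nM NTR1 peptide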
Target sequence (P30989 whole entry, looked up): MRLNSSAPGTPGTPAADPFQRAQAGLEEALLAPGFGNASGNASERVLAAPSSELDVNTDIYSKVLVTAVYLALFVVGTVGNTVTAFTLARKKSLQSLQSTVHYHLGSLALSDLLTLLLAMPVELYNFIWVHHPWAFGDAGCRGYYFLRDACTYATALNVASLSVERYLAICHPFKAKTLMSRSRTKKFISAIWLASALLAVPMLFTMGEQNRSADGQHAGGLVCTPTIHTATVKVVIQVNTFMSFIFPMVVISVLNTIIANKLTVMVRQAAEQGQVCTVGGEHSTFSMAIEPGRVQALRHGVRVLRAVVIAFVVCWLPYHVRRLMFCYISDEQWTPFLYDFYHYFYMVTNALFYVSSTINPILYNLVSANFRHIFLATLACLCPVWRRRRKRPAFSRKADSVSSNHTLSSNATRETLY
NOD2 inhibition – NOD2 signaling inhibitors, cell-based, luminescence, uHTS, HEK293 (AID 1566); HEK293 NOD2/NF-kB luciferase reporter, luminescence; higher % means a stronger effect; one-dose inhibition, % at 4 µM; EC50 in µM for titrated hits; 290,000 compounds, 0.63% hits; further: many of its hits are not listed in these tables
GPR55 activation – GPR55 agonists via beta-arrestin recruitment, primary screen, imaging, U2OS cells, beta-arrestin-GFP redistribution (AID 1961). 290,000 compounds, 0.048% hits. U2OS GPR55 beta-arrestin-GFP redistribution imaging; higher % means a stronger effect. G-protein coupled receptor 55 (Homo sapiens). activation, % at 10 µM, or EC50 in µM where a hit was titrated;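 active means activation above 40% with more than 50 cells counted in the well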;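 further: U2OS osteosarcoma cells stably expressing GPR55 and beta-arrestin-GFP; plate controls were DMSO negative control for no effect and LPI positive control for full effect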
ER stress rescue – rescue of cells from ER stress-induced death, primary screen, 384-well, CSM14.1, thapsigargin, ATP luminescence (AID 1222) | 190,000 tested, under 10 active | one-dose cellular ATP content (survival), % at 20 µM; EC50 in µM for titrated hits | CSM14.1 thapsigargin-induced death rescue, ATP luminescence; higher % means a stronger effect;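 active means EC50 below 50 µM in the dose-response confirmation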;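 further: death triggered by thapsigargin at about 15 µM added after 2 h compound pretreatment; cell ATP read after overnight thapsigargin exposure of roughly 18 to 22 hours; normalized against plate controls of thapsigargin alone and 5% DMSO vehicle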
Yfh1-depleted yeast – enhancers of respiration in Yfh1-depleted yeast, dose response, Friedreich's ataxia, plus single-dose screen (AID 1465); S. cerevisiae Yfh1-off respiration, WST-1 reduction, 72 h; higher fold induction means a stronger effect; one-dose fold induction at 50 µM; EC50 in µM for titrated hits; 220,000 compounds, 0.074% hits;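 active means fold induction of absorbance versus untreated yeast above a set limit, then at least 30% activation at any dose in follow-up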;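 further: activators that raise dye reduction in frataxin-depleted yeast; strong numbers were not always called active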
NOD1 inhibition – NOD1 signaling inhibitors, primary screen, cell-based, luminescence, uHTS (AID 1578). NOD1-driven NF-kB luciferase reporter cells, luminescence; higher % means a stronger effect. inhibition, % at 4 µM, or EC50 in µM where a hit was titrated. 290,000 compounds, 1% hits; in the data active means inhibition mostly above about 36%, no sharp cut-off; inactive means mostly below about 34%;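 further: HEK-293T reporter cells stimulated with the NOD1 agonist gamma-tri-DAP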
NTR1 ag cell count 20 µM – second read-out of NTR1 ag, no call of its own (marks repeat the call); cell count; measured here: cell count, cytotoxicity flag
Numbers without * were called inactive; i = inactive; . = not tested or not shown; [ ] = dose if it differs, or a comment. Unless noted, no stated cut-off is given here; in the data, active means inhibition above about 50%; inactive means the rest.

Sequence of screens – KOR beta-arrestin-1, TNAP activators, KOR beta-arrestin-2, NTR1 ag, NTR1 ag cell count 20 µM, NOD2 inhibition, GPR55 activation, ER stress rescue, Yfh1-depleted yeast, NOD1 inhibition
> COc1cccc(NS(=O)(=O)NC(=O)c2cn(C)c3ccccc23)c1
 : 2.5%, ., -32%, 1.0, 66, 7%, 0.3%, ., ., -13%
> COc1ccccc1CNCc1cc(OC)c(OC)cc1OC
 : 0.3%, 1, 11%, 1.3, 78, 11%, -0.1%, 1.4%, i, -18%
> Cc1ccc(C(=O)COC(=O)CNC(=O)c2ccc(N3C(=O)c4ccccc4C3=O)cc2)cc1C
 : 3.2%, 1.1, -25%, 1.9, 97, 3%, -0.1%, -1.6%, i, -11%
> COc1ccc(CNC(=O)C2CCC(CNS(=O)(=O)c3cccc4cccnc34)CC2)cc1 (configuration not stated)
 : 2.2%, ., -5%, -1.2, 59, 19%, 0.4%, ., ., -3%
> O=C(COc1cc(Cl)c(Cl)cc1Cl)Nc1cccc(O)c1
 : 2.6%, ., 19%, -0.1, 56, -189%, 0.2%, ., i, -14%
> COc1ccc(C(CNC(=O)COc2ccccc2OC)N(C)C)cc1OC (configuration not stated)
 : 16%, 1.1, -13%, -2.0, 74, -12%, 0.1%, -2.1%, i, -9%
> CCSc1nnc(NC(=O)c2ccc3c(c2)OCO3)s1
 : -4.7%, 1.1, -18%, 1.9, 61, -99%, -0.2%, -3.6%, i, -27%
> Cc1cccc(Nc2nc(NCc3ccco3)nc(N3CCOCC3)n2)c1
 : -1.5%, 1.1, 9%, 5.6, 90, 6%, -0.1%, -1.0%, i, -33%
> CC1CCc2c(sc3nn[nH]c(=O)c23)C1 (configuration not stated)
 : -1.0%, 1, 11%, 1.9, 40, 18%, 0.3%, -2.8%, i, 41%
> O=C(O)c1cc(-c2ccc(N3CCOCC3)cc2)nn1-c1ccc(F)cc1F
 : -0.4%, 1.2, -19%, 1.9, 69, 5%, -0.2%, -1.6%, i, -5%
> O=C(/C=N/O)Nc1ccc2sc3ccccc3c2c1
 : ., ., -45%, 6.5, 68, -45%, 0.3%, ., i, 6%
> Cc1ccc(S(=O)(=O)N(C)C)cc1NC(=O)COC(=O)CCCOc1ccccc1
 : 4.2%, ., 5%, 1.9, 52, 12%, 0.0%, ., ., -8%
> O=C(CCC1CCCN(C(=O)c2ccccc2Cl)C1)N1CCN(c2ccccn2)CC1 (configuration not stated)
 : 0.0%, ., 5%, 0.1, 58, 38%, 0.3%, ., ., 13%
> COc1ccc(C(O)Cn2c(=N)n(CCCN(C)C)c3ccccc32)cc1 (configuration not stated)
 : 6.0%, 1.1, 19%, -3.3, 11, 5%, 0.2%, -2.0%, i, -29%
> CCOc1cccc(-c2c(C(=O)N/N=C/c3c(F)cccc3Cl)nnn2-c2nonc2N)c1
 : 5.1%, ., -27%, 4.4, 63, 15%, 0.0%, ., ., 20%
> Cc1c(C(=O)NCc2ccc3c(c2)OCO3)sc2nc(-c3ccc(F)cc3)cn12
 : 44%, 1.1, 24%, 2.2, 83, -34%, -0.1%, -2.2%, i, -44%
> Cc1ccc(SCc2ccc(C(=O)Nc3cccc([N+](=O)[O-])c3C)cc2)cc1
 : -0.8%, 1, -29%, 8.9, 50, 4%, -0.1%, -1.8%, i, 16%
> CSCC(=O)N1CCC(Oc2cccc(C(=O)NCc3ccccn3)c2)CC1
 : 0.4%, ., -31%, -0.1, 56, 4%, -0.2%, ., ., -24%
> CCC(C)N(CCNC(=O)CC1Oc2ccccc2NC1=O)C1CCCCC1 (configuration not stated)
 : 3.1%, 1.2, 24%, 0.3, 70, 1%, -0.1%, -0.8%, i, -7%
> CCN(CC)S(=O)(=O)c1ccc(C(=O)NCCc2cc3c(OC)ccc(OC)c3[nH]c2=O)cc1
 : -4.7%, 1.1, 0%, -0.5, 46, 15%, -0.1%, 15%, ., 29%
> CCC1CCCCN1CCCNC(=O)CS(=O)Cc1nc(-c2ccc(OC)c(OC)c2)oc1C (configuration not stated)
 : -1.5%, ., -13%, 0.1, 98, -3%, 1.0%, ., ., -25%
> Cc1ccc(N(C(=O)c2csnn2)C(C(=O)NC(C)(C)C)c2ccccn2)cc1 (configuration not stated)
 : ., 1, 4%[20 µM], 0.3, 45, 24%, -0.1%, 0.2%, i, -18%
> O=C(O)c1ccc(C(=O)c2ccc3c(c2)C(=O)N(Cc2ccco2)C3=O)cc1
 : -3.6%, 1.2, 23%, 31, 78, 0%, -0.3%, -1.9%, i, -7%
> Cc1ccc(-n2nc3c(=O)n(CC(=O)NCCc4ccc(Cl)cc4)nc(C)c3c2C)cc1
 : -5.8%, ., 15%, 0.0, 60, 36%, 0.0%, ., ., -3%
> Cc1cccc(N2CCN(C(=O)C3CCCCC3)CC2)c1C
 : 2.8%, 1.1, -13%, 3.1, 43, -35%, -0.2%, 0.2%, i, 4%
> CC(C)NCC(O)COc1c(F)cc(Br)cc1F (configuration not stated)
 : -2.4%, 1, -22%, 1.4, 58, 3%, -0.1%, -1.7%, i, -30%
> CC(C)N(Cc1nccn1C)C(=O)CC1C(=O)NCCN1Cc1ccc(F)cc1 (configuration not stated)
 : 3.1%, ., -24%, 0.1, 65, 5%, -0.1%, ., ., -14%
> Cn1cc(C(=O)N/N=C/C=C/c2ccccc2)ccc1=O
 : -4.6%, 2.1, 3%, -1.5, 46, 13%, 0.1%, 1.1%, i, -17%
> COc1ccc(CCNC(=O)c2nonc2N)cc1
 : 4.5%, 1, -9%, -1.3, 97, 11%, -0.3%, -0.9%, i, -15%
> CN1C(=O)N(CN2CCCCC2)C2C1N(C)C(=O)N2CN1CCCCC1 (configuration not stated)
 : -0.1%, 1, -1%, -0.5, 33, -4%, -0.1%, ., i, -33%
> Cc1c(-c2ccccc2)c(=O)oc2ccc(O)cc12
 : -1.6%, ., -51%, -1.3, 40, 3%, -0.1%, ., ., -32%
> COc1cc(C2Nc3ccccc3C(=O)N2c2ccc(Cl)cc2)c(Cl)cc1OCC(=O)O (configuration not stated)
 : 1.9%, 1, 15%, 3.3, 47, -48%, 0.1%, -3.3%, i, -47%
> CN(C)c1ccccc1C(=O)N1CCC(n2nccc2NC(=O)C2CC2)CC1
 : 1.1%, ., -15%, 0.0, 66, 12%, 0.0%, ., ., -15%
> CC(=O)C1=C(S(=O)(=O)c2ccc(C)cc2)CS(=O)(=O)C1
 : -6.6%, 1.1, -10%[20 µM], -1.3, 100, 9%, -0.1%, -0.8%, i, -16%
> CC(=O)n1cc(-c2ccncc2)c2ccccc21
 : 0.1%, 1.1, 4%, 2.1, 57, 13%, 0.2%, ., i, 26%
> C=CCNS(=O)(=O)c1ccc(N2C(=O)c3ccccc3C2=O)cc1
 : -8.6%, 1, -7%, 0.9, 30, -1%, 0.6%, -1.1%, i, -25%
> CC(C)(C)NCC1(CO)SC(N)=NC1=O (configuration not stated)
 : 3.2%, 1.1, -4%, -0.6, 70, -2%, 0.3%, 0.8%, i, -5%
> COc1ccccc1OCc1ccc(C(=O)N2CCCCC2)o1
 : 1.5%, ., -18%, -0.7, 52, 5%, 0.3%, ., ., -16%
> Cc1sc(NC(=O)Cc2ccc3c(c2)OCO3)nc1-c1ccc2c(c1)CCN2C(=O)c1cccc(F)c1
 : -4.0%, 1.1, 2%, 4.1, 71, 21%, 0.2%, -2.0%, i, -10%
> O/N=C/c1cc(Br)cs1
 : -1.8%, ., -10%, 3.8, 48, 12%, 0.0%, ., i, 9%
> Cc1ccnc2nc(C(=O)Nc3ccc4c(c3)OCO4)nn12
 : -1.7%, 1, -19%, -0.8, 71, -45%, 0.0%, -3.1%, i, 3%
> CCCCN1C2=C(C(=O)CC(C)(C)C2)C(c2ccccc2)C2=C1c1ccccc1C2=O (configuration not stated)
 : 8.8%, 1, 0%, 5.1, 42, -18%, -0.1%, -0.4%, i, -43%
> O=C(NC1CCCCCC1)c1nc2ncccn2n1
 : -2.4%, 1.1, 22%, -1.3, 50, 18%, -0.1%, -0.9%, ., -7%
> Cc1ccc(C)c2[nH]c(=O)c(C(c3nnnn3Cc3ccco3)N3CCc4ccccc4C3)cc12 (configuration not stated)
 : -9.7%, 1.1, -17%, 0.3, 38, 5%, -1.0%, 8.6%, i, 3%
> Cc1ccc(C2(C)NC(=O)N(CC(=O)NCc3cccs3)C2=O)cc1 (configuration not stated)
 : -0.2%, 1.1, 19%, 1.5, 69, 6%, -0.4%, 10%, i, 43%
> O=C(C1=C[C@@H](C2CC2)C[C@@H](OCc2ccc(CO)cc2)O1)N1CCN(Cc2ccc3c(c2)OCO3)CC1
 : -2.8%, 1.1, -19%, -3.4, 86, -2%, -0.2%, 4.6%, i, -8%

Screening data as filed in PubChem.

Some of the compounds tested. The share of hits here may be higher or lower than overall.
